Compound activity deposited in PubChem BioAssay by several laboratories.
Bim-Bcl-XL – inhibitors of Bim-Bcl-XL interaction, human. Q07817. Bim peptide-Bcl-XL binding, bead flow cytometry, fluorescence. AID 1007. 190,000 compounds, 0.04% hits. inhibition, % at 10 µM
Target sequence (Q07817 whole entry, looked up): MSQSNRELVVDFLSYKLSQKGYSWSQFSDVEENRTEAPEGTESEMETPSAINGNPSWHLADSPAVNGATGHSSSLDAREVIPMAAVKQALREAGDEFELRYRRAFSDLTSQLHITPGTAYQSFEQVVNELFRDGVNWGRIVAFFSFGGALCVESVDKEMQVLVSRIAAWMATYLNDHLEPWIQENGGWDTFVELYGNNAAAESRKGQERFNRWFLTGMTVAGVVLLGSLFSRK
Bcl-B Bim block – inhibitors of Bim-Bcl-B interaction, human. Q9HD36. bead-based flow cytometry, Bim peptide-Bcl-B binding. inhibition, % at 10 µM. 190,000 compounds, 0.073% hits. AID 951;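 note: 0% = tracer peptide without compound and 100% = reference inhibitor peptide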
RGS7-Gao reg – human RGS7-Galphao interaction regulation; P09471; Multiplexed bead flow cytometry, RGS7-Galphao binding; actives lie on both sides; binding response (% of control), % at 10 µM; 220,000 compounds, 0.35% hits; AID 1439; in the data active = binding response below about 49% or above about 150%; inconclusive = no clear call, values can overlap the other calls; inactive = in between;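 note: fluorescent Galphao held in activated GDP-AlF4 state binding bead-coupled RGS7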
Target sequence (P09471 whole entry, looked up): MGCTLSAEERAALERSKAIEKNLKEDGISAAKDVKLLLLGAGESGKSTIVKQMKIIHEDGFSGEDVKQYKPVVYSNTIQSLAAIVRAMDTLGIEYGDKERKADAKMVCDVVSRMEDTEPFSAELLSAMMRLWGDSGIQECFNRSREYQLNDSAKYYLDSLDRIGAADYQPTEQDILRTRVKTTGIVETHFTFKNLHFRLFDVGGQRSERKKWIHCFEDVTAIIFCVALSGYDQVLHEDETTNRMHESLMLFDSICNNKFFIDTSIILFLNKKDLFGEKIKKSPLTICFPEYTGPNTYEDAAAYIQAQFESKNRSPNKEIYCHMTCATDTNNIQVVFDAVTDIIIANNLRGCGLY
Bcl-W Bim block – disrupts Bim peptide binding to human Bcl-W; bead-based flow cytometry; inhibition, % at 10 µM; 190,000 compounds, 0.02% hits; AID 952;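 note: 0% = bound tracer without compound and 100% = peptide blocker; higher means less fluorescent Bim peptide bound to Bcl-W beads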
Target sequence (Q92843 whole entry, looked up): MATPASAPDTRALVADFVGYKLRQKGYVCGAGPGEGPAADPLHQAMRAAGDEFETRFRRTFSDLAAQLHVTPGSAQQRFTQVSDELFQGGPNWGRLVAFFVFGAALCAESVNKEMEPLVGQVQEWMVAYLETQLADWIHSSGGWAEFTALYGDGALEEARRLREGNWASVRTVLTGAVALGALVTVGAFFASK
RGS8-Gao – regulators of human RGS8-Galphao interaction; 220,000 compounds, 0.34% hits; AID 1423; P09471; multiplexed bead flow cytometry, RGS8-Galphao binding; actives lie on both sides; response (percent of control binding), % at 10 µM; in the data active = response below about 60% or above about 140%; inactive = in between;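 note: Galphao activated as the GDP aluminium fluoride complex binding bead-coupled RGS8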
GSH bead fluor – compound fluoresces at 488/530 nm on GSH beads; GSH beads flow cytometry, compound fluorescence 488/530 nm; hits give high values; fluorescence (KMESF) at 10 µM; 190,000 compounds, 0.25% hits; AID 1776; in the data active = fluorescence above about 89;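 note: glutathione beads carrying GST-tagged Bcl family fusion proteins plus one bare bead set; values are compound well signal with DMSO vehicle wells as background; inactives centre near 16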
Bim-Mcl-1 – disrupts Bim peptide binding to human Mcl-1 | 190,000 compounds, 0.1% hits | inhibition, % at 10 µM | Bead-based flow cytometry, Bim peptide-Mcl-1 binding | Q07820;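 note: 0% = no compound tracer wells and 100% = peptide blocker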
Mcl1 Bid PPI – Mcl-1/Bid interaction inhibition | Q07820 | TR-FRET Mcl-1/Bid-Dy647 peptide binding, 1536-well | inhibition, % at 21.7 µM | 220,000 compounds, 0.97% hits | AID 1021;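 active = compounds that cut the binding signal by more than half at the single screening dose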;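 note: His-tagged Mcl-1 with europium anti-His antibody binding Bid BH3 peptide; 0% = Mcl-1 plus peptide wells and 100% = peptide-only wells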
Bim-Bcl-2 – human Bim-Bcl-2 interaction inhibition | inhibition, % at 10 µM | 190,000 compounds, 0.06% hits | P10415 | Bead-based flow cytometry, Bim peptide-Bcl-2 binding; in the data active = inhibition above about 40%; inconclusive = no clear call, values can overlap the other calls;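 note: 0% = no compound wells with probe peptide and 100% = reference peptide inhibitor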
Target sequence (P10415 whole entry, looked up): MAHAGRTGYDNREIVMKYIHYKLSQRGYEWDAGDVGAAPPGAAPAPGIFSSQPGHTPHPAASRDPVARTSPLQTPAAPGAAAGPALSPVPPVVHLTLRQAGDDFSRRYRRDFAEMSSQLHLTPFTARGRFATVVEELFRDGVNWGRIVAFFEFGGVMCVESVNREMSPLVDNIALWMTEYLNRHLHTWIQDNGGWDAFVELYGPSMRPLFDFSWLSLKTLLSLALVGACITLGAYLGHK
RGS4-Gao reg – human RGS4-Galphao interaction regulation; Multiplexed bead flow cytometry, RGS4-Galphao binding; actives lie on both sides; AID 1415; 220,000 compounds, 0.33% hits; binding response (% of control), % at 10 µM; P09471; in the data active = binding response below about 49% or above about 150%; inactive = in between;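 note: fluorescent Galphao activated with aluminum fluoride binding bead-coupled RGS4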
Bim-Bfl-1 – disrupts Bim binding to human Bfl-1; Q16548; Bead-based flow cytometry, Bim-Bfl-1 binding inhibition; inhibition, % at 10 µM; 190,000 compounds, 0.12% hits;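 note: 0% = wells without compound plus tracer and 100% = blocker peptide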
Active calls of the source: *; u = inconclusive; x = not tested or not shown. Cut-off read from the data, not from the text of the source, unless noted: active = inhibition above about 40%. An unsorted share of the library (roughly 1.8% active in at least one column).

#	canonical_smiles	Bim-Bcl-XL	Bcl-B Bim block	RGS7-Gao reg	Bcl-W Bim block	RGS8-Gao	GSH bead fluor
1	COC(=O)c1ccc(CN2CCN(CCCc3ccccc3)C(CCO)C2)cc1 (stereo not drawn)	-4	-8	93	-3	97	15
2	S=c1nc(-c2ccccc2)n(Cc2ccco2)c2c1CCCC2	-4	-6	101	4	100	15
3	Cc1ccc(N(CC(=O)Nc2ccc3c(c2)OCCO3)S(C)(=O)=O)cc1	-1	-7	93	0	99	14
4	CCS(=O)(=O)c1ccc(O)c(NC(=O)/C=C/c2ccccc2)c1	0	-3	94	-1	88	14
5	CS(=O)(=O)N1CCN(c2ccccc2NC(=O)Cc2ccc(Cl)cc2)CC1	-3	-8	100	0	99	16
6	CC1CCN(c2ncccc2C(=O)O)CC1	-5	-8	96	-4	99	14
7	COc1ccc(Cc2nnc(SCc3c(C)noc3C)n2C2CCCCC2)cc1OC	0	-3	103	0	101	23
8	CCn1cc(C(=O)OC)c(=O)c2ccc(C)nc21	0	0	98	4	98	10
9	Fc1ccc(CSc2ccc(-c3cccs3)nn2)cc1	-7	-8	99	-3	101	19
10	S=c1[nH]nc(-c2ccccn2)n1/N=C/c1cccc(Cl)c1	-2	-7	99	-3	95	11
11	O=C(COC(=O)CCCc1c[nH]c2ccccc12)Nc1ccc2c(c1)OCO2	-4	-9	94	-1	80	26
12	CCOc1ccc(NCc2ccccc2OCc2cccc(F)c2)cc1	-6	-25	99	-5	104	7

#	Bim-Mcl-1	Mcl1 Bid PPI	Bim-Bcl-2	RGS4-Gao reg	Bim-Bfl-1
1	-2	-17	-6	91	-3
2	0	-61	-4	97	-5
3	0	-32	-5	95	-7
4	-3	-24	0	77	-4
5	0	2	-8	101	-10
6	-1	-11	-7	98	-9
7	-3	-70	0	102	3
8	4	19	0	99	1
9	-4	-9	-5	100	-13
10	-2	-38	1	104	7
11	-6	-32	-14	93	-17
12	-7	-52	-3	103	19

Values in list order from the list.
Bcl-W Bim block, compounds 2 to 11: 4, 0, -1, 0, -4, 0, 4, -3, -3, -1
Bim-Mcl-1, compounds 2 to 11: 0, 0, -3, 0, -1, -3, 4, -4, -2, -6

(more compounds)
#	canonical_smiles	Bim-Bcl-XL	Bcl-B Bim block	RGS7-Gao reg	Bcl-W Bim block	RGS8-Gao	GSH bead fluor
13	COc1ccc(NC(=O)C(Sc2nnc(-c3ccncc3)n2-c2ccccc2C)c2ccccc2)cc1Cl (stereo not drawn)	-2	-9	101	-4	102	9
14	O=[N+]([O-])c1ccc(N=NN(CCO)CCO)cc1	-2	-2	102	-1	103	12
15	O=C(Nc1cccc2ncccc12)c1cccnc1	-5	-6	x	0	x	17
16	C/C(=N/NC(=O)c1cccs1)c1ccc(N2CCOCC2)cc1	-8	-5	100	-5	103	10
17	CCOc1ccccc1Nc1nnc(SCC(=O)NC(Cc2c[nH]c3ccccc23)C(=O)O)s1 (stereo not drawn)	-2	-2	103	0	110	16
18	O=C(NC1CCN(C(=S)NCc2ccco2)CC1)NC12CC3CC(CC(C3)C1)C2	-3	-13	100	0	100	41
19	COc1ccc(-c2n[nH]c(C)c2-c2cnn(-c3ccccc3)c2)c(O)c1C	-6	-7	100	0	100	34
20	O=S(=O)(Nc1ccccn1)c1cccc(S(=O)(=O)c2ccc(Cl)cc2)c1	-3	-4	95	0	99	27
21	O=C1c2ccccc2NC(c2ccccc2Cl)N1N=C1CCCCCC1 (stereo not drawn)	-4	-3	102	-2	104	9
22	N/C(=N\OC(=O)CCCOc1ccccc1)c1cccc([N+](=O)[O-])c1	1	-4	96	0	103	13
23	CC[C@H](C)[C@@H]1NC(=O)c2cc([N+](=O)[O-])cc(I)c2SC[C@@H](C(N)=O)NC(=O)[C@H](CCCCN)NC1=O	-1	-3	99	-1	106	17
24	CCOC(=O)c1c(P(=O)(N2CCOCC2)N2CCOCC2)noc1N	-8	-3	102	0	98	32

#	Bim-Mcl-1	Mcl1 Bid PPI	Bim-Bcl-2	RGS4-Gao reg	Bim-Bfl-1
13	-3	0	-3	101	-3
14	-2	-24	0	98	0
15	-4	-10	-10	x	-9
16	-7	-59	-3	103	-5
17	0	-73	-4	102	-9
18	1	-118	-8	101	-10
19	-1	5	-6	103	-13
20	-3	-6	-1	96	-6
21	-2	-20	-1	102	0
22	-1	-12	-3	104	-3
23	0	1	2	99	-1
24	0	-13	-8	106	-9

Compound profiles, as listed above. Order of values: Bim-Bcl-XL | Bcl-B Bim block | RGS7-Gao reg | Bcl-W Bim block | RGS8-Gao | GSH bead fluor | Bim-Mcl-1 | Mcl1 Bid PPI | Bim-Bcl-2 | RGS4-Gao reg | Bim-Bfl-1
Shown for `COc1ccc(-c2n[nH]c(C)c2-c2cnn(-c3ccccc3)c2)c(O)c1C` : -6 | -7 | 100 | 0 | 100 | 34 | -1 | 5 | -6 | 103 | -13
Shown for `O=[N+]([O-])c1ccc(N=NN(CCO)CCO)cc1` : -2 | -2 | 102 | -1 | 103 | 12 | -2 | -24 | 0 | 98 | 0

Additional entries:
#	canonical_smiles	Bim-Bcl-XL	Bcl-B Bim block	RGS7-Gao reg	Bcl-W Bim block	RGS8-Gao	GSH bead fluor
25	CCOc1ccc(N2CC(C(=O)NCc3ccc(C)n3C)CC2=O)cc1 (stereo not drawn)	-2	-6	95	-1	102	13
26	COc1ccc(N2CCN(C(CNC(=O)C(=O)NCCCn3ccnc3)c3ccco3)CC2)cc1 (stereo not drawn)	-3	-3	u	-2	100	10
27	O=C(C1=C[C@H](c2ccc(C(F)(F)F)cc2)C[C@H](OCCCCO)O1)N1CCN(Cc2ccc3c(c2)OCO3)CC1	-4	-8	101	-5	101	21
28	O=C(NCCCN1CCCC1)c1cc2c(Cl)nc3ccccc3c2s1	-4	-6	97	0	96	10
29	C1=C(CCNc2ncnc3c2cnn3-c2ccccc2)CCCC1	-7	-6	112	-5	108	11
30	Cc1ccc(S(=O)(=O)n2c(CN3CCCC(C)C3)nc3ccccc32)cc1 (stereo not drawn)	-5	-1	96	-2	101	15
31	CCN1C(=O)/C(=C/c2cnn(C)c2C)SC1=S	-4	-3	103	-1	107	16
32	CC1=C(C#N)C(c2ccoc2)C(C(=O)OCc2ccccc2)=C(N)S1 (stereo not drawn)	-1	-2	98	-1	100	24
33	Nc1ccccc1NC1=CC(=O)CC(c2ccccc2)C1 (stereo not drawn)	-3	-4	103	0	102	12
34	Cc1ccc(C)c(-c2[nH]ncc2CN2CCCC(CO)(Cc3ccccc3C)C2)c1 (stereo not drawn)	-1	-4	98	0	102	12
35	CC(=O)N1CCc2cc(NC(=O)c3ccc(C)cc3)ccc21	-10	-6	99	-3	99	40
36	O=C(O)c1ccc(Cn2nnc3sc4c(c3c2=O)CCCC4)cc1	-2	-4	102	-3	99	24

#	Bim-Mcl-1	Mcl1 Bid PPI	Bim-Bcl-2	RGS4-Gao reg	Bim-Bfl-1
25	0	-71	-1	97	-5
26	-1	-76	-1	101	-1
27	-7	0	-6	99	-8
28	0	-9	-2	97	-1
29	-4	-6	-3	111	0
30	0	-4	0	100	-2
31	2	-6	-2	103	0
32	-3	-19	-2	100	-1
33	0	-20	0	108	1
34	2	-26	-2	102	-8
35	-2	-21	-8	101	-12
36	-3	-38	-1	101	-5

(next part)
#	canonical_smiles	Bim-Bcl-XL	Bcl-B Bim block	RGS7-Gao reg	Bcl-W Bim block	RGS8-Gao	GSH bead fluor
37	Cc1ccc(N(C)S(=O)(=O)c2cccc(C(=O)Nc3nc4ccccc4[nH]3)c2)cc1	-4	-4	97	-1	104	8
38	O=C(Nc1cccnc1)c1ccc(Cl)c(S(=O)(=O)N2CCc3ccccc32)c1	0	-4	121	1	102	10
39	Cc1ccccc1NC(=O)COC(=O)/C=C/c1cn(-c2ccccc2)nc1-c1cccnc1	-7	-7	97	-6	101	5
40	Cc1cc(C)cc(NC(=O)N2CCCC2C(=O)Nc2ccc(-n3cnnn3)cc2)c1 (stereo not drawn)	-2	-2	102	-3	101	21
41	CC1(C)COCN1S(=O)(=O)c1ccc(C(=O)Nc2nnc(-c3ccc(Cl)s3)o2)cc1	-5	-1	100	0	100	11
42	O=C1Nc2ccc(S(=O)(=O)N3CCOCC3)c3cccc1c23	7	3	112	6	129	10
43	COc1cc(C2C3=C(CC(C)(C)CC3=O)N(C)C(=O)N2C)cc(OC)c1OC (stereo not drawn)	-28	-6	98	1	97	40
44	O=C(CS(=O)(=O)c1ccccc1)Nc1nc2ccccc2s1	-5	-3	108	-2	102	11
45	Cc1[nH]n(-c2ccccc2)c(=S)c1C=Nc1cccc([N+](=O)[O-])c1	3	-29	107	9	69	9
46	CCCC(=O)Nc1cc(OC)c(OC)cc1C(=O)O	1	-3	93	2	99	17
47	CCc1cccc(Nc2c3c(nc4ncnn24)CCC3)c1	0	4	91	0	83	26
48	OC(COc1ccc2c(c1)OCO2)CN1CCN(c2ccccc2)CC1 (stereo not drawn)	1	0	102	3	103	21

#	Bim-Mcl-1	Mcl1 Bid PPI	Bim-Bcl-2	RGS4-Gao reg	Bim-Bfl-1
37	0	-33	-1	101	-3
38	-1	-16	0	101	-3
39	-3	11	1	98	1
40	-4	2	2	102	0
41	5	-43	0	100	-4
42	6	3	9	110	8
43	-1	10	-9	92	-9
44	-3	-23	-1	102	-6
45	-3	-94	7	95	38
46	-3	49	0	96	1
47	0	-17	1	91	1
48	4	-3	3	104	0

4 records drawn at random from those above, as already listed:
#	canonical_smiles	Bim-Bcl-XL	Bcl-B Bim block	RGS7-Gao reg	Bcl-W Bim block	RGS8-Gao	GSH bead fluor
37	Cc1ccc(N(C)S(=O)(=O)c2cccc(C(=O)Nc3nc4ccccc4[nH]3)c2)cc1	-4	-4	97	-1	104	8
41	CC1(C)COCN1S(=O)(=O)c1ccc(C(=O)Nc2nnc(-c3ccc(Cl)s3)o2)cc1	-5	-1	100	0	100	11
40	Cc1cc(C)cc(NC(=O)N2CCCC2C(=O)Nc2ccc(-n3cnnn3)cc2)c1 (stereo not drawn)	-2	-2	102	-3	101	21
48	OC(COc1ccc2c(c1)OCO2)CN1CCN(c2ccccc2)CC1 (stereo not drawn)	1	0	102	3	103	21

#	Bim-Mcl-1	Mcl1 Bid PPI	Bim-Bcl-2	RGS4-Gao reg	Bim-Bfl-1
37	0	-33	-1	101	-3
41	5	-43	0	100	-4
40	-4	2	2	102	0
48	4	-3	3	104	0

(continued)
#	canonical_smiles	Bim-Bcl-XL	Bcl-B Bim block	RGS7-Gao reg	Bcl-W Bim block	RGS8-Gao	GSH bead fluor
49	CCN=c1scc(-c2cccs2)n1/N=C/c1cc(OC)ccc1O	-6	-6	97	-3	78	9
50	CCNC(=O)CN(c1ccc(C)cc1)S(=O)(=O)c1ccccc1	-3	0	110	0	107	11
51	CCOc1cc2[nH]c(=S)n(CC3CCCO3)c(=O)c2cc1OCC (stereo not drawn)	0	-17	98	0	96	29
52	COc1ccc(CCNC(=O)C2CCN(c3ccc(N4CCOCC4)nn3)CC2)c(OC)c1	-1	-4	101	1	102	20
53	COc1ccccc1CNC(=O)CCC(=O)Nc1nnc(C(C)C)s1	-3	0	107	0	105	10
54	Cc1sc2c(c1C)C(=O)NC(c1cccc(O)c1)N2 (stereo not drawn)	-5	-11	98	0	100	29

#	Bim-Mcl-1	Mcl1 Bid PPI	Bim-Bcl-2	RGS4-Gao reg	Bim-Bfl-1
49	-3	-30	-10	97	-12
50	-1	6	-1	105	-2
51	2	-43	2	96	4
52	0	-27	-6	101	-10
53	0	-26	1	110	-1
54	-4	2	-11	102	-12
